Screening data: PubChem, Sanford-Burnham Center for Chemical Genomics
NLRP3 yeast inh = blocks the NALP3 inflammasome reconstituted in yeast; Yeast reconstituted NLRP3/ASC/caspase-1, beta-gal luminescence, 24 h; inhibition, % at 10 µM; actives 0.39% (n = 330,000); AID 2825;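 active = inhibition of 50% or more; inactive = inhibition below 50%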;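 note: plate controls were induced DMSO wells for no effect and uninduced yeast grown without galactose for full effect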
mIAP act = increases mouse intestinal alkaline phosphatase activity; muIAP, CDP-Star luminescence, 30 min; hits give high values; 1 = vehicle-only enzyme signal, 0 = enzyme-free wells; activation factor at 10 µM; actives 0.24% (n = 330,000); AID 2805;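 active = activation factor of at least 2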; note: the source names both 10 and 20 µM as test concentration; values of inactives mirror those of a sister screen read the other way
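System: Mouse IAP enzyme | Also added: CDP-Star substrate | Dosing: Compounds dispensed in DMSO | Schedule: 30 min enzyme-substrate-compound incubation at room temperature | Technique: Chemiluminescence readout | Control set: DMSO-only wells and no-enzyme negative control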
TIM10 inh = inhibits growth of TIM10 yeast strain. AID 463195. inhibition, % at 10 µM. S. cerevisiae TIM10 strain growth, BacTiter-Glo luminescence, 24 h. actives 1.4% (n = 330,000);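 active = inhibition of 40% or more at the single tested concentration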;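 note: wild-type TIM10 isogenic control strain grown at permissive 25 °C; 0% = DMSO yeast wells and 100% = minimal medium wells without yeast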
beta cell repl = MIN6 beta-cell proliferation induction | MIN6 cells proliferation, ATPlite luminescence, 48 h; cells starved in 0.2% serum; 100% = growth in 10% serum | actives 0.29% (n = 330,000) | proliferation, % at 10 µM;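 active = compounds whose signal lies at least 3.5 SD above the mean of all wells on their plate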;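 note: 0% = DMSO-treated cells in low-serum medium and 100% = 10% serum control; some compounds called inactive have numbers as strong as hits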
mIAP inh = mouse IAP inhibition; purified mouse IAP, CDP-Star luminescence, 30 min; inhibition, % at 10 µM; actives 0.2% (n = 330,000); AID 2806;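 active = inhibition of at least 40% at 10 µM in the primary screen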;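 note: plate controls were DMSO with enzyme for no effect and no enzyme wells for full effect; values of inactives mirror those of a sister screen read the other way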
APOBEC3A inh = human APOBEC3A DNA deaminase inhibition. P31941. actives 0.41% (n = 330,000). recombinant A3A, FAM/TAMRA ssDNA deamination fluorescence. inhibition, % at 20 µM. AID 493011;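 active = at least 40% inhibition at 20 µM here, with at most 30% in a related deaminase screen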;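 note: plate controls were A3A with DMSO for no effect and wells lacking A3A enzyme for full effect; some results filed as inactive read as strong as hits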
Target sequence (P31941 whole entry, looked up): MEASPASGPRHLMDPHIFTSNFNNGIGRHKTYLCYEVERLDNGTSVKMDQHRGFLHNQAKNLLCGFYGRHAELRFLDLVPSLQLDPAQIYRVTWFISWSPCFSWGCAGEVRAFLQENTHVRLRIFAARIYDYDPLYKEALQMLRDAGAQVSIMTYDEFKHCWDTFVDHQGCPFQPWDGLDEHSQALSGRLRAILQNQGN
A3G deaminase = blocks human APOBEC3G single-stranded DNA deamination; recombinant A3G, ssDNA deamination FAM/TAMRA fluorescence; Q9HC16; actives 0.28% (n = 330,000); inhibition, % at 20 µM;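 active = inhibition of at least 40% at 20 µM, with no more than 30% in the related APOBEC3A deaminase screen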;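 note: plate controls were DMSO wells with A3G for no effect and wells lacking A3G enzyme for full effect; some compounds called inactive have numbers as strong as hits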
Target sequence (Q9HC16 whole entry, looked up): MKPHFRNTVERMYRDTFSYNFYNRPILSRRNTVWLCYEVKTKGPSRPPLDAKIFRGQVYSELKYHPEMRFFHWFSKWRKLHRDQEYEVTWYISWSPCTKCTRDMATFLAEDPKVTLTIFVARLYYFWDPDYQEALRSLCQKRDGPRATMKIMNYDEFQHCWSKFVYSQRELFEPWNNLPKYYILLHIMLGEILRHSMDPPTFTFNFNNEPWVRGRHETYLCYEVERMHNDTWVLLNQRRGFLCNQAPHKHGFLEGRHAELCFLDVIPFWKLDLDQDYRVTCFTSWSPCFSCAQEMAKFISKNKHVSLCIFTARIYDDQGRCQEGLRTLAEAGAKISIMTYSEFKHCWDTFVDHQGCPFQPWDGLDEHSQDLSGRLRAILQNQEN
tim10-1 inh = tim10-1 yeast growth inhibition. S. cerevisiae tim10-1 ts strain growth, BacTiter-Glo, 24 h. inhibition, % at 20 µM. actives 2.2% (n = 330,000);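 active = inhibition of at least 40%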;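 note: mutant grown at 25 °C; 0% = DMSO wells with yeast and 100% = wells holding no yeast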
hIAP inh = human IAP inhibition; P09923; inhibition, % at 10 µM; AID 2544; purified IAP, CDP-Star luminescence, 30 min; actives 0.12% (n = 330,000);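 active = inhibition reaching a set limit with compound at 10 µM in the primary screen, cut at about 35% in these data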;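 note: plate controls were DMSO wells with enzyme for no effect and no-enzyme buffer wells for full effect; values of inactives mirror those of a sister screen read the other way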
Numbers without * were called inactive. Rows are unselected; overall some 4.6% were active at least once.

molecule	NLRP3 yeast inh	mIAP act	TIM10 inh	beta cell repl	mIAP inh	APOBEC3A inh	A3G deaminase	tim10-1 inh	hIAP inh
COc1ccc(CCN(C(=O)C(F)(F)F)C(C(=O)NC2CCCC2)c2cccs2)cc1OC (stereo not drawn)	-10	0.97	14	2	3	1	-1	14	23
COc1ccc(N2C(=O)CC(SCCc3nc4ccccc4[nH]3)C2=O)cc1 (stereo not drawn)	-8	0.95	9	0	5	2	-7	22	9
Cc1[nH]n(-c2cccc(Cl)c2)c(=O)c1-c1ccc(Cl)cc1	18	1	8	-3	-2	-4	-5	20	7
Cc1noc(/C=C/N(C)C)c1S(=O)(=O)N1CCN(c2ccc(F)cc2)CC1	3	0.98	18	-8	2	-5	-6	25	17
CCCCC(=Nc1ccc(N)cc1)C1=C(O)C(C(=O)OC)C(C)(C)CC1=O (stereo not drawn)	3	0.71	-5	-3	28	-4	-4	19	-13
COc1ccccc1NC(=O)N1CCC(c2nc3cc(C)c(C)cc3[nH]2)CC1	9	0.97	0	-6	3	-4	-7	-3	-11
CN(CC(=O)NCc1ccncc1)S(=O)(=O)c1ccc(Br)cc1	9	1	1	-2	-2	-1	-1	13	19
CC(=O)Nc1ccc(-c2csc(NC(=O)C3CC(=O)N(c4ccc5c(c4)OCCO5)C3)n2)cc1 (stereo not drawn)	0	1	-6	-4	-4	9	4	-5	-12
O=C(N/N=C/c1c[nH]c2ccccc12)c1ccn(Cc2ccc(Cl)cc2)n1	-2	1.1	11	0	-6	-2	-6	2	6
CCN1C(=O)/C(=C/c2ccc(C)s2)SC1=Nc1ccc(OC)cc1	6	1	0	-4	-1	-1	-2	25	-6
CS(=O)(=O)N1CCN(c2ccc(NC(=O)Cc3ccccc3)cc2)CC1	15	1.2	-24	-2	-17	-5	-4	10	-15
Cc1ccc(C(NC(=O)c2ccccc2)C(Cl)(Cl)Cl)cc1 (stereo not drawn)	9	0.99	11	0	0	0	-5	3	9
COc1ccc(CNC(=O)COc2ccccc2C(=O)c2cnn(-c3ccccc3)c2)cc1OC	40	0.88	-1	-1	12	-3	-1	4	10
CN(Cc1ccno1)Cc1cn(C)nc1-c1ccc(Oc2ccccc2)cc1	6	0.99	22	-1	1	1	-6	30	-6
CCCCCC(=O)Nc1ccc(S(=O)(=O)NC2=NCCCCC2)cc1	3	1.1	4	6	-12	0	-6	-9	-2
[O-][n+]1ccccc1/C=C/c1ccccc1	12	1.1	-11	0	-6	0	-4	-9	-8
CC(C)N1C(=O)C2ON(c3ccccc3)C(c3cccs3)C2C1=O (stereo not drawn)	34	1	6	3	-5	5	0	39	6
Cc1cc(Br)ccc1NC(=O)CN(C)C(=O)c1ccc(-n2cncn2)c([N+](=O)[O-])c1	-2	1.1	0	-2	-5	23	-3	-8	-23
COc1ccc(-c2oc3ccccc3c2C(=O)OCc2ccc([N+](=O)[O-])cc2)cc1	5	0.98	0	2	2	-1	-5	-5	12
Cc1cccc(CCNC(=O)CC2C(=O)NCCN2CC2CCCCC2)n1 (stereo not drawn)	18	1	9	-2	-1	0	-7	28	5
CCCCCn1nc(C(=O)N(CCOC)c2c(N)n(CCCC)c(=O)[nH]c2=O)c2ccccc2c1=O	15	0.91	13	1	9	0	-7	-5	-2
Cc1cnc(CN(C)C(=O)C2CCC(=O)N(CCc3cccc(F)c3)C2)[nH]1 (stereo not drawn)	2	0.96	-12	2	4	-5	-7	-6	-2
Cn1/c(=N/NC(=O)c2ccccc2Br)sc2ccccc21	6	0.99	6	-1	1	1	-2	10	13
CCOC(=O)c1cnn(-c2ccccc2)c1-n1cccc1C(=O)C(=O)Nc1ccc(OC)cc1	17	0.97	9	1	3	-1	-4	22	3
CC1CCCC(NC(=O)c2cccc(S(=O)(=O)N3CCN(c4ccccc4)CC3)c2)C1C (stereo not drawn)	8	1	4	-7	0	15	2	2	4
CC(=O)c1ccc(NC(=O)CCSCCC(=O)Nc2ccc(C(C)=O)cc2)cc1	-1	1	-3	-1	0	-3	-4	4	6
CCOC(=O)C1=C(C)NC(=O)NC1c1ccc([N+](=O)[O-])o1 (stereo not drawn)	-7	1	-13	-1	-4	-1	-5	6	10
O=C(Nc1cc(S(=O)(=O)Nc2ccc(Cl)cc2)ccc1N1CCCCC1)c1ccc(F)cc1	0	0.85	17	-7	15	4	14	11	4
O=C(COC(=O)c1ccc(F)cc1F)NCc1ccc2c(c1)OCO2	8	1	16	4	-1	2	1	26	4
CCOC(=O)c1c(NC(=O)CS(=O)(=O)c2cn(CC)c3ccccc23)sc2c1CCCCC2	18	1	2	-5	-1	-4	-7	13	0
COC(=O)CNC(c1ccccc1)c1cc(Br)ccc1NS(=O)(=O)c1ccccc1 (stereo not drawn)	8	0.97	2	-4	3	4	4	30	-11
Cc1ccccc1CN(C)C(=O)CNC(=O)c1ccc2ccccc2c1	11	1	15	-1	0	-1	-6	10	-24
Cc1nc2ccccc2n1S(=O)(=O)N(C)C	20	0.92	6	0	8	-1	-4	9	4
CCn1c(C(C)NC(=O)c2ccc(C)cc2)n[nH]c1=S (stereo not drawn)	5	1.2	-15	4	-22	-3	13	-16	1
CCOC(=O)C1CCN(C(=O)CCS(=O)(=O)c2ccc3c(c2)CC(C)N3C(=O)CC)CC1 (stereo not drawn)	-5	0.94	0	-1	6	-1	-1	17	-37
CC(C)NC(=O)C(=O)Nc1cc2c3c(c1)C(C)C(=O)N3CCC2 (stereo not drawn)	9	0.96	4	-5	4	-3	-2	-4	-28
CCOc1cc2nc(-c3ccc(OC)c(OC)c3)nc(N3CC(C)OC(C)C3)c2cc1OC (stereo not drawn)	-10	0.92	14	1	8	3	-3	16	6
COc1cc(NS(=O)(=O)c2ccc(NC(=O)CSC3=NCCS3)cc2)nc(OC)n1	-6	0.92	1	-1	8	7	-3	-6	3
C/C(CC(=O)NCc1ccco1)=N\NC(=O)C(c1ccccc1)c1ccccc1	23	1.1	-5	1	-6	6	-1	19	-9
COc1c(C)cc(C(=O)C2CCCN(C(=O)Cn3ccc(C)n3)C2)cc1C (stereo not drawn)	4	0.97	-24	0	2	2	-1	11	-8
CC1(C)CC(=O)C=C(NCc2ccc(C(=O)O)cc2)C1	-1	1.1	-3	-5	-11	-1	-7	4	-27
Cc1sc(NC(=O)c2cccnc2)nc1-c1ccccc1	47	1.1	1	5	-5	3	-2	-2	-3
CC(Sc1nc(N)c(NC(=O)c2ccc(Br)o2)c(=O)[nH]1)C(=O)O (stereo not drawn)	5	0.91	2	0	9	-2	-8	5	4
Cn1c(=O)c2c(nc(Br)n2CCSc2nc3ccccc3o2)n(C)c1=O	-3	0.96	14	-1	4	5	-1	8	14
COc1ccc(S(=O)(=O)N2CCC(C(=O)Nc3nccs3)CC2)cc1	-3	0.91	-4	-2	9	1	-7	-10	-23
CCc1nccn1CCC(=O)N1CCCC(N2CCN(c3ccccc3F)CC2)C1 (stereo not drawn)	21	0.99	-5	2	1	-1	-7	-18	-8
COc1ccc(-c2csc3[nH]c(=S)n(-c4ccccc4)c(=O)c23)cc1OC	12	0.97	17	-2	3	0	2	21	-3
CCOC(=O)CSc1nnc(CNC(=O)c2cccc(C)c2)n1C	7	0.99	-6	2	1	1	-3	4	15
N#C/C(=C\c1ccccc1)C(=O)NCCN1CCOCC1	9	1	24	-6	-4	2	-3	22	-4
CC(C)OCCCNC(=O)CN1C(=O)CC(C)(C)S(=O)(=O)c2ccccc21	17	0.79	1	-4	21	2	4	-3	8
Cn1c2ccccc2c2cc(/C=N/NC(=O)c3cc(O)ccc3O)ccc21	3	0.73	-5	-7	27	74	48	-13	-3
CCCCCC(=O)Nc1cc(N(C)C)nc2ccccc12	27	1	-35	-1	-4	-1	-3	15	0
Cc1cc(-c2nnnn2-c2ccc(C(F)(F)F)cc2)no1	5	1.1	15	-3	-9	-2	-2	4	-1
CCC(C)NC(=O)c1ccc(NC(=O)CC2SC(N3CCCCC3)=NC2=O)cc1 (stereo not drawn)	7	1	-3	-3	0	-4	-5	1	14
O=C(Nc1nccs1)C1CC(=O)N(c2ccccc2)C1 (stereo not drawn)	12	0.99	6	0	1	1	-6	-22	-4
O=C(COC(=O)C12CC3CC(CC(C3)C1)C2)N1CCN(S(=O)(=O)c2ccccc2)CC1	9	1.1	21	-1	-10	-3	-3	13	7

(list continues)
molecule	NLRP3 yeast inh	mIAP act	TIM10 inh	beta cell repl	mIAP inh	APOBEC3A inh	A3G deaminase	tim10-1 inh	hIAP inh
CSc1ncc(CO)n1Cc1ccccc1	-10	0.92	-6	0	8	2	2	5	10
CC1CC(c2ccccc2)n2nc(NC(=O)c3ccco3)nc2N1 (stereo not drawn)	-3	0.97	0	-1	3	4	0	7	-3
CN(C)CCN(C(=O)c1cccc2ccccc12)c1nc2cc3c(cc2s1)OCO3	28	0.97	26	-7	3	3	9	45*	-15
COc1ccc(C)c2sc(N(CCCN(C)C)C(=O)c3ccc4c(c3)OCCO4)nc12	6	1	17	-7	0	-1	-4	20	4
COc1cc(NC(=O)Cn2ccsc2=N)c(C)cc1[N+](=O)[O-]	14	0.96	-2	-3	4	-1	-13	1	10
COc1ccc(S(=O)(=O)N2CCN(C(=O)/C=C/c3ccco3)CC2)cc1	10	0.94	4	-2	6	-1	-5	7	16
CN(C(=O)C1CCCN(S(=O)(=O)c2cccc([N+](=O)[O-])c2)C1)C1CCS(=O)(=O)C1 (stereo not drawn)	-5	1.1	-12	1	-7	-3	-5	5	-8
Cc1cc(C)cc(NC(=O)C2C3C=CC4(O3)C2C(=O)N(CCCN2CCCCC2)C4C(=O)NC2CCCCC2)c1 (stereo not drawn)	8	0.96	13	0	4	-3	-9	-18	-11
COc1ccccc1NC(=O)N1CCCC1C(=O)NC1CCCCC1 (stereo not drawn)	10	0.99	3	-2	1	-5	-7	5	-16
O=C(O)c1ccccc1C(=O)Nc1ccc(S(=O)(=O)NC2CCCCC2)cc1	1	1.1	-9	-2	-11	0	-2	-9	-14
COc1ccc(C(=O)NCCc2cc3ccc(C)c(C)c3[nH]c2=O)cc1OC	1	1.1	-6	-1	-8	2	0	-7	-2
CCn1c(C)cc(/C=C2\NC(=O)N(Cc3ccc(Cl)cc3)C2=O)c1C	15	0.95	9	-1	5	2	-3	20	17
CC(C)n1cnnc1SCC(=O)Nc1ccc(N2CCCCC2)cc1	-4	1.1	2	-4	-9	0	-1	12	-13
COc1ccc(NS(=O)(=O)c2ccc(C)c(NC(=O)CNC(=O)c3ccco3)c2)cc1	13	0.91	6	0	9	-2	-5	-1	8
C/C(=N\N(c1ccccc1)c1ccccc1)c1ccc(N)cc1	10	0.97	27	-4	3	-4	-8	17	13
CCC(=O)Nc1ccccc1C(=O)OCC(=O)Nc1ccc(S(N)(=O)=O)cc1	6	0.96	8	-4	4	-4	-9	0	0
CN(C(=O)COC(=O)CNS(=O)(=O)/C=C/c1ccccc1)C1CCS(=O)(=O)C1 (stereo not drawn)	12	0.99	5	3	1	1	16	4	3
